Cneo AK release – Cryptococcus neoformans lysis via adenylate kinase release; AID 651654; C. neoformans lysis, adenylate kinase release luminescence, 4 h; normalised: neutral wells 0, clomiphene wells 100; 0.2% of 360,000 active; lysis activity, % at 15 µM;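 active = mean lysis activity across replicates of at least 80%, whatever share of replicates individually reach that level; inactive = mean lysis activity below 80%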
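read-out = cell lysis signal | test system = log-phase Cryptococcus neoformans yeast cells | input = cells at 5 × 10^6 per mL | medium = fresh YPD growth medium | signal = luminescent adenylate kinase detection reagent | timing = 4 h at 37 °C static, read 1 h later | dosing = single dose | controls = Clomiphene as positive lysis control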
PGC1a acetyl inh – PGC1a acetylation modulation, inhibitor mode; U2OS PGC1a acetylation, AlphaScreen anti-acetyl-lysine; with virally co-expressed GCN5 acetyltransferase; inhibition, % at 15.6 µM; 0.17% of 350,000 active;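 active = every replicate shows inhibition of at least 40%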;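 note: 0% = neutral control wells and 100% = positive control wells; some results beyond the cut were filed as inactive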
miR-122 sensor – inhibitors of miR-122 in Huh7 cells; Huh7 miR-122 Renilla luciferase sensor, 48 h; neutral wells = 0, positive control = 100; activation (reporter increase), % at 12.5 µM; 0.3% of 340,000 active;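 active = mean replicate activation score at least 90 and every replicate individually at or above 90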;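 note: higher luciferase means less miR-122 activity so hits act as miR-122 inhibitors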
Numbers without * were called inactive.

SMILES	Cneo AK release	PGC1a acetyl inh	miR-122 sensor
O=S(=O)(N1CCOCC1)N1CCN(c2ccccc2F)CC1	16.3	25.3	-4.3
COc1cccc(-n2nnc3c(=O)n(CC(=O)N4CCCCC4)cnc32)c1	-4.0	4.0	-3.7
CC1CCCC(C)N1C(=O)c1cccc2c1-c1ccccc1/C2=N/O (stereo not drawn)	1.7	14.1	49.6
OC(CNCC1CCCO1)COc1ccc(OCC(O)CNCC2CCCO2)cc1 (stereo not drawn)	-2.2	-5.7	-4.1
C#CCOCCOCCOCCNc1nc(N2CCN(C(=O)CCCCCCCCCCNC(=O)[C@@H](CCSC)n3cc(CCO)nn3)CC2)nc(N2CCN(C(=O)CCCCCCCCCCNC(=O)[C@H](CO)n3cc(CCCCCN)nn3)CC2)n1	1.9	-1.1	-9.9
CCOC(=O)c1c(NC(=O)c2cccs2)sc2c1CC(C)(C)OC2	-1.9	-15.5	-0.4
CC(C)c1ccc(Cc2nnc(NCCCO)[nH]c2=O)cc1	-0.7	-9.4	-6.3
CNCCCOc1cccc(OC(C)C)c1	2.6	-9.7	1.0
Cc1cccc(C)c1NC(=O)c1ccc(CN2CCc3ccccc3C2)cc1	0.1	-5.8	-3.8
O=C(C1CCCN1S(=O)(=O)c1cccc2nsnc12)N1CCN(c2ccccc2)CC1 (stereo not drawn)	0.7	1.5	-4.1
CC1CCN(c2nc(-c3ccccc3)cc(C(F)(F)F)n2)CC1	3.1	1.1	-2.9
CCN1CC=C2C(C#N)=C(N)C(C#N)(C#N)[C@H](c3ccoc3)[C@H]2C1	2.1	12.0	-1.5
CC(=O)c1ccc(N2CCN(C(=O)c3ccco3)CC2)c(F)c1	7.0	-3.9	-4.4
Cc1nc2sc(C(c3cccc(F)c3)N3CCCCC3)c(O)n2n1 (stereo not drawn)	1.5	1.1	-1.2
COc1ccccc1-n1cnnc1SCC(=O)c1ccc[nH]1	-1.4	-5.6	3.7
O=C(Nc1c(C(=O)O)oc2ccc(Br)cc12)c1ccccc1	-0.5	2.5	4.4
COc1ccc(OCCNC(=O)C(c2ccccc2)c2ccccc2)cc1	-0.7	-15.3	-0.8
O=C(COC(=O)c1ccccc1NC(=O)c1ccco1)NCc1ccc2c(c1)OCO2	-2.1	-15.0	-3.4
O=C(NCCCN1CCOCC1)c1sc2cc([N+](=O)[O-])ccc2c1Cl	-1.6	-0.1	-3.5
CCc1c(C)nc2c(C#N)c(C)[nH]n2c1=O	-1.2	-3.1	-2.3
Cc1ccc(/C=C/C(=O)NC(=S)Nc2ccccc2C(=O)NC2CCCCC2)cc1	-4.8	1.5	3.0
CCCCOC(=O)C1=C(C)NC2(O)c3ccccc3C(=O)C12O (stereo not drawn)	4.1	-7.3	-1.2
CC(C)C(=O)Nc1ccc(NC(=O)c2ccccc2Cl)nc1	-3.7	-1.3	-7.3
CCCCn1nnnc1SCC(=O)Nc1ccc(F)cc1	1.2	1.1	-0.3
C=CCn1c(C)c(C(C)=O)c(N2CCOCC2)nc1=S	-0.4	6.3	-5.8
COc1ccc(OC)c(C(=O)CSc2nc3ccccc3n2CC(=O)NC(C)(C)C)c1	1.2	-1.7	-3.6
CCCCCOC(=O)Cn1c(N2CCCCCC2)nc2c1c(=O)[nH]c(=O)n2C	-8.9	8.2	-4.2
CCOc1ccc(N2C(=O)C3CCCN3C2=O)cc1 (stereo not drawn)	0.4	7.2	-3.4
COc1ccc(S(=O)(=O)Nc2ccc(CC#N)cc2)cc1	0.9	-1.0	163.9*
CC(C)(C(=O)c1ccccc1)/[N+]([O-])=C/c1ccccc1	-1.9	6.4	-7.8

Seven entries from above, in markdown:
| Molecule | Cneo AK release | PGC1a acetyl inh | miR-122 sensor |
| --- | --- | --- | --- |
| CC(C)C(=O)Nc1ccc(NC(=O)c2ccccc2Cl)nc1 | -3.7 | -1.3 | -7.3 |
| CCCCn1nnnc1SCC(=O)Nc1ccc(F)cc1 | 1.2 | 1.1 | -0.3 |
| C=CCn1c(C)c(C(C)=O)c(N2CCOCC2)nc1=S | -0.4 | 6.3 | -5.8 |
| COc1ccc(OC)c(C(=O)CSc2nc3ccccc3n2CC(=O)NC(C)(C)C)c1 | 1.2 | -1.7 | -3.6 |
| CCCCCOC(=O)Cn1c(N2CCCCCC2)nc2c1c(=O)[nH]c(=O)n2C | -8.9 | 8.2 | -4.2 |
| CCOc1ccc(N2C(=O)C3CCCN3C2=O)cc1 (stereo not drawn) | 0.4 | 7.2 | -3.4 |
| COc1ccc(S(=O)(=O)Nc2ccc(CC#N)cc2)cc1 | 0.9 | -1.0 | 163.9* |

Next compounds
SMILES	Cneo AK release	PGC1a acetyl inh	miR-122 sensor
Cc1[nH]c(=O)[nH]c(=O)c1/C=N/NC(=O)[C@H](C)NC(=O)OC(C)(C)C	1.7	6.2	-2.5
COc1ccc(C(=O)NC2CCN(CC(=O)Nc3cccc(C)c3)CC2)cc1OC	2.7	-12.2	4.0
Cc1cc(=O)[nH]c(Nc2cccc(C(F)(F)F)c2)n1	6.7	24.5	-4.4
Cc1noc(C)c1COC(=O)c1ccc(S(=O)(=O)NCc2ccco2)cc1	6.1	16.2	-1.4
FC(F)(F)c1cc(-c2ccccc2)nc(N2CCCCCC2)n1	1.2	4.7	-1.5
CCCCC(=O)N(c1ccc(OCC)cc1)C1C=CS(=O)(=O)C1 (stereo not drawn)	0.9	2.8	-5.2
Cc1c(NC(=O)c2cccnc2Cl)c(=O)n(-c2ccccc2)n1C	-1.4	23.5	-0.4
O=C(Nc1ccc(-c2nnc(-c3ccccc3)o2)cc1)c1ccc(Br)o1	-1.2	-10.6	-0.6
CN1CCN(c2oc(-c3ccccc3F)nc2S(=O)(=O)c2ccc(Cl)cc2)CC1	-5.0	-4.2	-5.8
CSc1cccc(NS(=O)(=O)c2ccccc2)c1	-2.4	-4.3	-35.5
COc1ccc(/C=N/NC(=O)c2ccccc2O)cc1Cn1cc(Cl)cn1	0.5	-7.7	-6.6
CC(=O)Nc1nc(COc2ccccc2)cs1	-4.4	3.7	0.0
CC1CCCCN1C(=O)c1cc(F)c(F)cc1Cl (stereo not drawn)	-0.9	1.7	-0.4
Cn1cccc1Cc1nnc(SCC(=O)NCc2ccco2)n1CCc1ccccc1	0.6	-18.4	-1.1
COc1ccc(C2=NOC(C(=O)NCc3ccc(F)cc3)C2)cc1 (stereo not drawn)	4.1	-23.5	7.8
O=C(O)CSc1nnc(-c2cc3ccccc3o2)n1-c1ccccc1	-0.3	2.2	2.9
O=C(CN(Cc1ccco1)C(=O)CCC(=O)Nc1nccs1)NCc1ccccc1	-0.1	-12.0	-1.8
COc1ccc(OCCCSc2ncccn2)cc1	-2.3	-2.0	1.7
CCOC(=O)c1cnc(-n2nc(C)cc2C)nc1NCCc1ccccc1	7.5	-12.8	-11.2
CCC(C)NC(=O)C1CCC(CNS(=O)(=O)c2cccc3nsnc23)CC1 (stereo not drawn)	1.7	1.8	-2.7
COC(=O)c1sccc1NC(=O)CCC1CCCC1	0.4	2.0	0.5
O=C1COc2ccc(C(=O)COC(=O)/C=C/c3ccco3)cc2N1	-0.1	-18.1	-2.2
Cn1cc(Br)c(C(=O)NC2CCCCC2)n1	7.2	2.7	-6.9
CCCN1C(=O)c2ccccc2NC1c1ccc(OC)cc1O (stereo not drawn)	-1.3	-6.7	-11.6
CC1CCc2nc(NC(=O)Cc3cccs3)sc2C1 (stereo not drawn)	-3.1	-26.7	-5.8
O=C(C1=C(O)C(=O)N(CCOCCO)C1c1cccs1)c1cccs1 (stereo not drawn)	0.7	-5.9	1.2
Nn1c(SCC(=O)N2CCN(S(=O)(=O)c3ccccc3)CC2)nnc1-c1cccs1	-1.4	-1.3	-3.6
COc1ccc(C2SCC(=O)N2c2c(C)n(C)n(-c3ccccc3)c2=O)cc1 (stereo not drawn)	1.9	-10.1	-4.4
C/C(=N\NC(=O)Cc1cccn1C)c1ccc2ccccc2c1	1.7	1.9	1.0
CCOC(=O)C1CCN(C(=O)COc2ccc(S(=O)(=O)NC(C)C)cc2Cl)CC1	-14.8	6.2	-2.6

In a second layout: entries from further up.
Below each SMILES – Cneo AK release	PGC1a acetyl inh	miR-122 sensor
> C/C(=N\NC(=O)Cc1cccn1C)c1ccc2ccccc2c1
  1.7	1.9	1.0
> CCOC(=O)C1CCN(C(=O)COc2ccc(S(=O)(=O)NC(C)C)cc2Cl)CC1
  -14.8	6.2	-2.6

Later entries.
SMILES	Cneo AK release	PGC1a acetyl inh	miR-122 sensor
CC(C)NC(=O)COC(=O)c1ccc(Cl)c(S(=O)(=O)N2CCCC2)c1	-0.9	-8.1	3.3
CCCS(=O)(=O)N1CCCC(c2nc(-c3cccc(OC)c3)no2)C1 (stereo not drawn)	-1.4	6.0	-6.5
CCN=C1SC(CC(=O)Nc2ccc(N3CCOCC3)cc2)C(=O)N1CC (stereo not drawn)	-0.8	-22.3	9.8
COC(=O)C1=C(C)NC2=C(C(=O)CCC2)C1c1coc2ccccc2c1=O (stereo not drawn)	-3.4	-2.2	2.0
COc1ccc(-c2nc(-c3ccc(NC(=O)c4ccncc4)cc3)no2)cc1OC	-2.9	0.9	-11.4
CCOC(=O)N1CCN(S(=O)(=O)c2ccc(C(=O)NNc3nc4ccc(Cl)cc4s3)cc2)CC1	1.3	2.3	-2.1
O=C(c1ccc(Cl)c(S(=O)(=O)NCc2ccco2)c1)N1CCN(c2ccc(F)cc2)CC1	0.7	-13.6	23.1
O=c1c2[nH]c3ccc(F)cc3c2ncn1CCN1CCOCC1	2.9	4.5	4.6
O=C(COc1ccc(Cl)cc1)NCCSc1ccccc1	10.5	-1.5	-5.0
N#CC[n+]1cc(-c2ccc(Cl)cc2)n2c1CCC2	-2.5	8.9	-4.7
O=C(c1ccccc1CCc1ccccc1)N1CCOCC1	-1.2	-21.4	0.9
Cc1ccc2cc(CN(Cc3ccco3)S(=O)(=O)c3c(C)ccc4nsnc34)c(=O)[nH]c2c1	-0.9	-1.6	-1.3
Cc1ccc(C(=O)NCc2ccc3c(c2)OCO3)cc1S(=O)(=O)N1CCCCC1	-2.0	-3.1	10.3
COc1cccc(-c2nc(-c3ccc(NC(=O)c4cccs4)cc3)no2)c1	-1.9	-3.0	-10.9
CC(C)c1nc2n[nH]c(N)c2c2c1CCC2	0.3	-15.5	-6.2

Of the compounds above, these contain a COOH group:
SMILES	Cneo AK release	PGC1a acetyl inh	miR-122 sensor
O=C(Nc1c(C(=O)O)oc2ccc(Br)cc12)c1ccccc1	-0.5	2.5	4.4
O=C(O)CSc1nnc(-c2cc3ccccc3o2)n1-c1ccccc1	-0.3	2.2	2.9

Continued:
SMILES	Cneo AK release	PGC1a acetyl inh	miR-122 sensor
CCOC(=O)C1=C(N)N2C(=O)C(C)SC2=C(C(=O)OCC)C1c1ccccc1 (stereo not drawn)	-2.9	1.7	-7.5
O=C(NCCc1ccccn1)c1cc(C(=O)C2CCCCC2)c[nH]1	1.5	-4.2	1.2
O=C(CCc1nc(-c2ccccc2F)no1)NCCc1ccccc1Cl	0.3	-9.9	-2.3
Cc1ccccc1Cn1ccc(-c2ccc3c(c2)OCO3)n1	-1.9	15.7	-7.3
O=C(Nc1ccc(N2CCOCC2)cc1)c1ccc(Cl)nc1	-1.2	-3.3	-2.8
O=S(=O)(c1ccc(Oc2ccc(S(=O)(=O)N3CCOCC3)cc2)cc1)N1CCOCC1	-1.8	27.9	2.8
O=C1CC(=O)OC(c2ccc([N+](=O)[O-])cc2)O1	0.1	-3.7	-4.7

Three compounds already listed, ordered by heavy-atom count, highest first:
SMILES	Cneo AK release	PGC1a acetyl inh	miR-122 sensor
O=C(CCc1nc(-c2ccccc2F)no1)NCCc1ccccc1Cl	0.3	-9.9	-2.3
O=C(NCCc1ccccn1)c1cc(C(=O)C2CCCCC2)c[nH]1	1.5	-4.2	1.2
O=C(Nc1ccc(N2CCOCC2)cc1)c1ccc(Cl)nc1	-1.2	-3.3	-2.8

Screening results from PubChem BioAssay.

This is a subset (hit frequency here may not be typical).
